RXFP1 antagonist: qHTS Assay for Antagonists of the Relaxin Receptor RXFP1. Relaxin receptor 1 (Homo sapiens), Q9HBX9. HEK293-RXFP1, relaxin-stimulated cAMP HTRF, 30 min; stronger effect = lower value. activity change, negative = inhibition, % at 57.5 µM. hit rate 0.59% among 350,000. AID 1259400, 2018;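 active means activity change of -60% or lower, but not beyond a set lower limit; inconclusive means change between -60% and -40%, or beyond the set limit; inactive means change above -40%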
Target sequence (Q9HBX9 whole entry, looked up): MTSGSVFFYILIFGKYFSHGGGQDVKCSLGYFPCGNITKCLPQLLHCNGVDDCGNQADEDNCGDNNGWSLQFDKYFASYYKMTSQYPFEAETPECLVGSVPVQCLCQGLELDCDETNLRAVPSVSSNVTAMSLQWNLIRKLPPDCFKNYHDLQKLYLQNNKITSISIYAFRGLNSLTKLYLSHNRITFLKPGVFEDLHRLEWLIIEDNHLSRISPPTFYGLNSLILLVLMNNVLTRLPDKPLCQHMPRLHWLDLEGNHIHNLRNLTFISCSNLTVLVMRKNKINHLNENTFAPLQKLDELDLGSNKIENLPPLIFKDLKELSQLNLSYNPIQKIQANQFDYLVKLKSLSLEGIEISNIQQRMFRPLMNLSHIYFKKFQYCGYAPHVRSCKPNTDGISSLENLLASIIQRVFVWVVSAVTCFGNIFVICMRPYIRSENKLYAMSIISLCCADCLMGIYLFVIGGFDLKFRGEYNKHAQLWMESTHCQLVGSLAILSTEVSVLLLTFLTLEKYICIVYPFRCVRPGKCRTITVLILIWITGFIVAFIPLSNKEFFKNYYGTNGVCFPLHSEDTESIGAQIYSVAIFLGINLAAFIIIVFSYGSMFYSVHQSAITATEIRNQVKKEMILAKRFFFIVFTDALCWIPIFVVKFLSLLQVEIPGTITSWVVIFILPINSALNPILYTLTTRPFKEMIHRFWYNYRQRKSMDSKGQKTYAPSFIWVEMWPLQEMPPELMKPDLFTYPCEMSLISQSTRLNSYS
* = called active by the depositor; ? = inconclusive. On the % scale 0 is the no-effect control and ±100 the full control effect.

SMILES	RXFP1 antagonist
CCCCNC(=O)NC1C(NC(=O)NCCCC)N(C)C(=O)N1C (stereo not drawn)	-3.6
O=S(=O)(Nc1c(O)ccc2ccccc12)c1ccccc1	-0.3
S=C(NCCCN1CCOCC1)NN=C1c2ccccc2-c2ccccc21	6.0
CCCCCC(=O)Nc1cc(S(=O)(=O)O)cc2cc(S(=O)(=O)O)cc(O)c12	14.0
CN(c1ccccc1)S(=O)(=O)c1cccc(C(=O)NC2CCCC2)c1	-4.1
CCC(C)C(CO)NCCCn1cnc2c(OC)ncnc21 (stereo not drawn)	1.3
CCN(C(=O)CN1C(=O)CN(C)C1=O)c1cccc2ccccc12	-15.7
COc1ccc(C(CNC(=O)CN2C(=O)NC(C)(c3ccc4ccccc4c3)C2=O)N2CCCC2)cc1 (stereo not drawn)	-6.3
O=C(COC(=O)c1ccc(Br)o1)Nc1cccc(S(=O)(=O)N2CCOCC2)c1	-11.7
CCC/C(=N\NC(=O)C1CC1)c1ccccc1	-4.1
O=C(COC(=O)c1ccc(O)cc1)Nc1ccc(S(=O)(=O)N2CCCC2)cc1	-7.7
CC(=O)Nc1cc2c(cc1Cl)-c1ccc(F)cc1C2O (stereo not drawn)	4.7
O=S(=O)(Nc1ccc(NS(=O)(=O)c2ccccc2)c2ccccc12)c1ccccc1	-7.0
CC/C(=N/NC(=O)c1ccccc1O)c1c(C)[nH]n(-c2ccccc2)c1=O	4.0
O=C(Cn1[nH]c(=O)c2ccccc2c1=O)NCCN1C(=O)S/C(=C\c2ccccc2)C1=O	-5.4
COc1cc(OC)cc(C(=O)N[C@H](C(=O)OCC(=O)c2c[nH]c3ccccc23)C(C)C)c1	-8.1
Cc1c(C(=O)Nc2cccc(S(=O)(=O)N3CCOCC3)c2)oc2ccccc12	-19.7
Nc1ccn([C@@H]2O[C@H](CNC(=O)[C@H]3CCC(=O)N3)[C@@H](O)[C@H]2O)c(=O)n1	8.0
CC(=O)Nc1ccc2c(c1)C(=Nc1ccc(C)cc1)c1ccccc1-2	-14.7
COc1ccc(C=C2CCC3C(=O)CCCC3(C)C2=O)cc1 (stereo not drawn)	2.4
CCc1cc(C(=O)Nc2cc(S(=O)(=O)N3CCCCC3)ccc2N2CCN(C)CC2)sc1C	3.3
CCOc1ccc2nc3cc(N=Nc4ccc(N)nc4N)ccc3c(N)c2c1	-2.4
CN(Cc1ccccc1)C(=O)c1ccccc1C(=O)OCC(=O)N(Cc1ccccc1)C(C)(C)C	1.1
COc1ccccc1NC(=S)NNC(=O)c1ccccc1	24.3
COc1ccc(NC(=O)CCn2c(=S)[nH]c3ccccc3c2=O)cc1Cl	-24.6

4 consecutive compounds out of the list so far, for reference:
SMILES	RXFP1 antagonist
CCCCNC(=O)NC1C(NC(=O)NCCCC)N(C)C(=O)N1C (stereo not drawn)	-3.6
O=S(=O)(Nc1c(O)ccc2ccccc12)c1ccccc1	-0.3
S=C(NCCCN1CCOCC1)NN=C1c2ccccc2-c2ccccc21	6.0
CCCCCC(=O)Nc1cc(S(=O)(=O)O)cc2cc(S(=O)(=O)O)cc(O)c12	14.0

The list continues.
SMILES	RXFP1 antagonist
CC(C1SC(=S)NC1=O)C1SC(=S)NC1=O (stereo not drawn)	14.4
O=C(/C=C/c1cccc(F)c1)Nc1ccc(S(=O)(=O)N2CCOCC2)cc1	-17.7
CCN(CC)CCNC(=O)c1ccc(NC(=O)c2ccc(S(=O)(=O)N(C)c3ccccc3OC)cc2)cc1	-11.7
CCOc1ccccc1Nc1cc(C)nc2ccccc12	-4.8
CC1(C)CN(Cc2cccnc2)C(=O)[C@H]1CC(=O)Nc1ccc(Br)cc1	-8.8
Cc1ccc(SCC(=O)N2CCN(c3ccc(F)cc3)CC2)cc1	7.8
CC(=O)Nc1ccc(S(=O)(=O)Nc2cc(Cl)ccc2N2CCOCC2)cc1	1.2
COc1ccc(-c2nnc(-c3ccc4ccccc4c3)o2)cc1	-7.4
CN(C(=O)COC(=O)/C=C/c1cccs1)C1CCCCC1	-88.2*
O=C1NCN(C2CCCCC2)CN1	6.3
Cc1cccc(C)c1-n1nnnc1SCC(=O)c1c(N)n(C2CC2)c(=O)[nH]c1=O	6.1
CC1CN(c2nc(-c3ccc(Br)cc3)nnc2-c2ccccc2)CC(C)N1 (stereo not drawn)	?
Cc1ccccc1C(=O)OCC(=O)Nc1cccc(S(=O)(=O)NC2=NCCC2)c1	1.6
O=c1c2ccccc2sc2ccccc12	-2.1
O=C1[C@H]2[C@@H](c3ccc(C(F)(F)F)cc3)N[C@]3(CCCN(CC4CCCCC4)C3=O)[C@H]2C(=O)N1Cc1ccccc1	4.6
COc1ccc(OC(=O)N2C/C(=C/c3ccccc3)C(=O)/C(=C\c3ccccc3)C2)cc1	-30.5
C[C@H](NC(=O)c1ccco1)C(=O)N1CCN(c2ccc(C(F)(F)F)cn2)CC1	-8.6
CCOc1cc(N2CCOCC2)c(OCC)cc1NC(=O)c1ccc(S(=O)(=O)N2CC(C)OC(C)C2)cc1 (stereo not drawn)	-4.3
COc1ccccc1C=NNc1nc(C)cc(=O)[nH]1	-2.6
COc1ccccc1OCC(=O)Nc1nc(-c2ccc(S(=O)(=O)N3CCOCC3)cc2)cs1	-0.5
O=C(COC(=O)c1ccccc1O)Nc1ccc2ccccc2c1	-11.6
Brc1ccc(Br)c2cnccc12	-0.7
O=C(Nc1cc(Cl)ccc1N1CCOCC1)c1ccncc1	-0.3
CCOC(=O)c1ccc(NC(=O)c2ncn3c2C(=O)NC[C@@H]3C)cc1	1.6
CCCOc1ccc(C(=O)OCCN2CCCCC2)c(O)c1	-11.4
(cont.)
SMILES	RXFP1 antagonist
C[C@H](CO)N1C[C@H](C)[C@@H](CN(C)S(=O)(=O)c2ccc(Oc3ccccc3)cc2)OCc2cnnn2CCCC1=O	-2.8
O=C(COC(=O)c1cc(=O)[nH]c2ccccc12)Nc1ccc(F)cc1	-2.5
Cc1ccccc1OCCCCCCN1CCNCC1	-10.0
CSC1=N/C(=C\c2ccccc2)C(=O)N1C	9.7
Cc1ccc(C)c(OCCC(=O)Nc2cc(S(=O)(=O)N3CCCCC3)ccc2C)c1	8.0
COc1ccccc1-n1nnnc1SCC(=O)NCC1(N2CCCCC2)CCCCC1	-2.6
COCCCN1CCC(NC(=O)c2cc(Cl)c(N)c3c2OCC3)CC1	-9.4
CC1CC(C)CN(S(=O)(=O)c2ccc(F)c(C(=O)NC3CCCCC3C)c2)C1 (stereo not drawn)	-9.1
Nc1nccc2c1ncn2C1OC(CO)C(O)C1O (stereo not drawn)	5.1
OC[C@]1(O)OC[C@@H](O)[C@H](O)[C@@H]1O	-11.0
O=C(Cc1ccc(Cl)cc1)c1ccccc1	-7.4
C[C@H]1CN([C@@H](C)CO)C(=O)c2cc(Br)cnc2O[C@@H]1CN(C)C(=O)Nc1ccc(C(F)(F)F)cc1	-5.8
Cc1ccc(NC2CCCN(C(=O)c3cc(C(C)C)nn3C)C2)cc1C (stereo not drawn)	-4.1
Cc1cccc(C(=O)NC(C)c2ccc(-n3ccnc3)cc2)c1C (stereo not drawn)	19.3
CC1=CC(C)(C)NC(=S)N1c1cccc(Cl)c1	7.8
COC(=O)c1nn(C)c(=O)[nH]c1=O	-7.9
C=C1CC(COc2cc(=O)oc3ccccc23)(c2ccccc2)OC1=O (stereo not drawn)	-35.8
O=C(COC(=O)c1cccnc1Cl)NC12CC3CC(CC(C3)C1)C2	-14.6
Cc1cccc(C(O)C(O)c2cccc(C)n2)n1 (stereo not drawn)	-3.4
Cc1ccccc1C(=O)OCC(=O)N1CC(=O)Nc2ccccc21	-1.6
CC1CN(C(C)C)C(=S)NC1=O (stereo not drawn)	-9.7
O=S(=O)(/N=C(/c1ccccc1)N1CCOCC1)c1ccc(F)cc1F	-5.2
Cc1cccc(C(=O)OCC(=O)Nc2sccc2C(N)=O)c1C	2.9
O=C(O)COc1ccc(Cl)cc1C1CCCCC1	-13.2
CC(NCCCSc1ccccc1)C(O)c1ccc(O)cc1 (stereo not drawn)	-25.4
(continued)
SMILES	RXFP1 antagonist
O=C1NN=C(c2ccccc2)C1Cc1ccccc1 (stereo not drawn)	-3.9
COC(=O)C1(NC(=O)CNC(=O)OCc2ccccc2)CCCC1	-6.3
CCOc1ccc(OCCCC(=O)N(C)CC(=O)Nc2ccccc2Br)cc1	-0.2
N#CCCN(C(=O)COC(=O)c1ccc2c(c1)OCCO2)c1ccccc1	4.8
C=CS(=O)(=O)c1c2cc(OC)ccc2nc2ccc(OC)cc12	?
COC(=O)c1ccc(NC(=O)Cn2nc(-c3ccncc3)nc2SCC(=O)Nc2nccs2)cc1	16.1
O=C(C[C@@H]1C[C@H]2c3cc(NC(=O)Nc4ccccc4F)ccc3O[C@H]2[C@H](CO)O1)NCC(F)(F)F	6.7
O=C1CSC(=S)N1N=Cc1c(O)ccc2ccccc12	2.1
COc1cccc(/C=C/C(=O)OCC(=O)c2ccccc2)c1OC	-1.2
CC(=O)Nc1sc(C)c(C)c1C(=O)OCC(=O)Nc1cccc(C)c1	-12.0
O=C(/C=C/c1cccs1)NCc1cccs1	1.8
O=c1[nH]c(NCCO)c(N=Cc2ccccc2)c(=O)[nH]1	3.3
C#CCN(C[C@H]1[C@H](OC(=O)NCc2ccccc2)[C@H](OC(=O)NCc2ccccc2)C[C@@H](C(=O)OC)[C@H]1C(=O)OC)S(=O)(=O)c1ccc(C)cc1	-2.2
O=C(NNC(=O)c1ccc([N+](=O)[O-])cc1)c1ccc(NS(=O)(=O)c2cccs2)cc1	19.9
COc1ccccc1N1CCN(S(=O)(=O)c2ccc([N+](=O)[O-])cc2)CC1	-3.5
CCCC(O)C(CC)CO (stereo not drawn)	11.5
C/C(CC(=O)Nc1ccc(N(C)C)cc1)=N\NC(=O)c1ccccc1Cl	-5.6
CC(=NNC(=O)c1ccc2nc[nH]c2c1)c1ccc(Br)cc1	-21.4
CC1CCCC(C)N1C(=O)COC(=O)c1ccc2ccccc2n1 (stereo not drawn)	1.4
CC(=O)c1ccc(N2C(=O)CC(N3CCN(S(=O)(=O)c4ccc(C)c(C)c4)CC3)C2=O)cc1 (stereo not drawn)	8.0
COc1ccc(NC(=O)CSc2ccc3c4c(cccc24)C(=O)c2ccccc2-3)cc1	7.2
Cc1ccc(NC(=O)NNC(=O)COc2ccc(Cl)cc2)cc1	2.4
Cc1ccc([C@@H]2C[C@H]3[C@@H](CN2S(=O)(=O)c2ccc(Cl)cc2)C(=O)C[C@@H](c2ccc(Cl)cc2)N3S(=O)(=O)c2ccccc2C)cc1	-14.6
COc1ccc(C(C#N)CC(=O)c2ccc3c(c2)OCO3)cc1OC (stereo not drawn)	4.6
O=C(NCCNC(=O)c1ccc(-c2cccc(Cl)c2)o1)c1cnccn1	-2.3
(cont.)
SMILES	RXFP1 antagonist
COc1ccc(CN2C(=O)C(CC(=O)NCc3ccco3)CC(C(=O)N(C)C)=C2C)cc1 (stereo not drawn)	1.7
Cc1ccccc1/C=N\NC(=O)c1csnn1	-14.0
CC(=O)NCC1(c2ccccc2)CCN(CCCC(=O)c2ccc(F)cc2)CC1	8.8
C[C@H](CO)N1C[C@H](C)[C@H](CN(C)S(=O)(=O)c2ccc(Oc3ccccc3)nc2)OCc2cnnn2CCCC1=O	7.5
Cc1cc(C)c(NC(=O)COC(=O)Cn2nc(-c3ccccc3)oc2=O)c(C)c1	-11.9
CCC(=O)c1ccc(OCC(=O)Nc2ccc3c(c2)OCCO3)cc1	16.2
Cc1ccc(S(=O)(=O)N(C)C[C@@H]2Oc3ncc(Br)cc3C(=O)N([C@H](C)CO)C[C@H]2C)cc1	-7.2
CC(Sc1ncnc2sccc12)C(=O)Nc1ccc(S(=O)(=O)N2CCOCC2)cc1 (stereo not drawn)	-2.1
COc1ccc(S(=O)(=O)N2CCOCC2)cc1NC(=O)CSc1nc(C)c(C)c(C)n1	-0.8
O=C1c2ccccc2-c2ccccc2NC1O (stereo not drawn)	3.8
COc1ccc(C=CC(=O)C=CC=Cc2ccccc2)cc1	-34.3
O=C1C2C3C=CC(O3)C2C(=O)N1N=Cc1cccc2ccccc12 (stereo not drawn)	-2.8
COc1ccc(C2NC(=O)c3ccccc3N2)c(OC)c1OC (stereo not drawn)	-7.4
CCc1ccc([C@@H]2C[C@H]3[C@@H](CN2S(=O)(=O)c2ccc(C)cc2)C(=O)C[C@@H](c2ccccc2F)N3S(=O)(=O)c2ccc(C)cc2)cc1	-4.5
Cc1cccc(NC(=O)CN(CC2CCCO2)C(=O)c2cc(S(=O)(=O)N(C)C)ccc2F)c1C (stereo not drawn)	4.5
N#CC(=Nc1ccccc1)c1ccccc1	-9.0
Cn1c(=O)c2[nH]c(Cc3ccsc3)nc2n(C)c1=O	0.4
CC(Sc1nnc(C(F)(F)F)n1C)C(=O)Nc1ccc(N2CCOCC2)cc1 (stereo not drawn)	-0.9
O=C(OCC(=O)N1CCC(c2ccccc2)=N1)c1ccc(Cl)s1	-2.5
O=C1CN(C(=O)c2ccco2)C(c2ccc(F)cc2)c2cc(Cl)ccc2N1 (stereo not drawn)	5.7
CO[C@H]1C=CO[C@@]2(C)Oc3c(C)c(O)c4c(O)c(c(/C=N/N5CCN(C)CC5)c(O)c4c3C2=O)NC(=O)/C(C)=C\C=C[C@H](C)[C@H](O)[C@@H](C)[C@@H](O)[C@@H](C)[C@H](OC(C)=O)[C@@H]1C	?
O=c1[nH]c(=S)[nH]cc1Oc1ccccc1	4.6
CCCCCCN1C[C@@H](O)[C@H](n2cc(COC(=O)c3ccccc3)nn2)C[C@@H]1c1ccc(OC)cc1	-4.8
CSc1ccccc1C(=O)C1CCCN(C(=O)c2cccc(Cn3cccn3)c2)C1 (stereo not drawn)	-0.4

Six entries from above, sorted by count of non-hydrogen atoms, smallest number first.
SMILES	RXFP1 antagonist
O=c1[nH]c(=S)[nH]cc1Oc1ccccc1	4.6
N#CC(=Nc1ccccc1)c1ccccc1	-9.0
O=C1c2ccccc2-c2ccccc2NC1O (stereo not drawn)	3.8
Cn1c(=O)c2[nH]c(Cc3ccsc3)nc2n(C)c1=O	0.4
CCC(=O)c1ccc(OCC(=O)Nc2ccc3c(c2)OCCO3)cc1	16.2
CC(=O)NCC1(c2ccccc2)CCN(CCCC(=O)c2ccc(F)cc2)CC1	8.8

Not all compounds are listed (hit frequency here may not be typical).
